CHRM1 PAM: potentiates human M1 receptor response to acetylcholine | P11229 | CHO-K1 hM1, Fluo-8 calcium fluorescence, ACh EC20; 0% = ACh EC20, 100% = maximal ACh | activation, % at 3 µM | 360,000 tested, 0.088% active | AID 588819; in the data active = activation above about 19%, passing the limit was not always enough
Target sequence (P11229 whole entry, looked up): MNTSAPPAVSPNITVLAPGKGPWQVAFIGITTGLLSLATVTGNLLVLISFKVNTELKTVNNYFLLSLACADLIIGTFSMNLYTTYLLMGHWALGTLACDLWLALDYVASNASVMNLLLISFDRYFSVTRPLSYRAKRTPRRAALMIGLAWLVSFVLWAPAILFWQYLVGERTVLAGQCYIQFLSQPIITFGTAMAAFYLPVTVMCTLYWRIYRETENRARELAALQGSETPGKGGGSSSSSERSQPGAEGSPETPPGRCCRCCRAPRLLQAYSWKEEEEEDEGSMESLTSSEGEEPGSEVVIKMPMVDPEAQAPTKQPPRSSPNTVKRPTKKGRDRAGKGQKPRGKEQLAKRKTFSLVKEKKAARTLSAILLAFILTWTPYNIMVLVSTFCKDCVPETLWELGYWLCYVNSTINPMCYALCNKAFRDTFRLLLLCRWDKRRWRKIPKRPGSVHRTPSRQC
CHRM1 agonist: agonists of human M1 muscarinic receptor. P11229. CHO-K1 hM1, Fluo-8 calcium fluorescence, agonist mode; 0% DMSO, 100% acetylcholine EC100. activation, % at 3 µM. 360,000 tested, 0.33% active. AID 588814;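 active = activation above the run's mean compound activation plus 3 SD, cut at about 16% in these data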;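 also: peak over basal fluorescence ratio within a 140 s kinetic read after compound addition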
TAAR1 agonist: human TAAR1 agonism; Q96RJ0; CHO RD-HGA16 TAAR1, Fluo-8 calcium fluorescence; vehicle wells 0%, saturating PEA agonist 100%; activation, % at 3 µM; 360,000 tested, 0.99% active; AID 624467;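 active = activation above the mean activation of all test compounds in the run plus 3 SD, cut at about 38% in these data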
Target sequence (Q96RJ0 whole entry, looked up): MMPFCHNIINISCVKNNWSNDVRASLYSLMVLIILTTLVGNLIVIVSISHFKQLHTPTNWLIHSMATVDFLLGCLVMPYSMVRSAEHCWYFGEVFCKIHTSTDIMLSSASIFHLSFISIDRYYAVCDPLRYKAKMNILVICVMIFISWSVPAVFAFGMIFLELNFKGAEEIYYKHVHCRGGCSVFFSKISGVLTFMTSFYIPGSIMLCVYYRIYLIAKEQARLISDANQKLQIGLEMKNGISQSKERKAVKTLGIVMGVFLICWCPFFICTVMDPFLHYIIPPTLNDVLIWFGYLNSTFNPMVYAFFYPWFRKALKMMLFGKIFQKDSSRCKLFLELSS
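Assay system – CHO-derived RD-HGA16 cells with stable Gα16 and human TAAR1 · Compound dosing – one-point dosing at 3 µM (nominal) · Incubation – 17-24 h seeding, 75 min 37 °C dye, 30 min RT · Measured by – kinetic Fluo-8 calcium fluorescence · Control set – DMSO vehicle as 0%, PEA at EC100 as 100% · Repeats – single well for each compound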
M1 antag: antagonists of human M1 muscarinic receptor. inhibition, % at 3 µM. 360,000 tested, 1.3% active. P11229. CHO-K1 hM1, Fluo-8 calcium fluorescence, ACh EC80 antagonist;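 active = percent inhibition above its own plate's cutoff, namely the mean of that plate's compound wells plus 3 SD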;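 also: peak over basal fluorescence ratio during 140 s after agonist addition; 0% = ACh EC80 plus DMSO and 100% = DMSO alone without agonist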
TAAR1 antagonist: human TAAR1 antagonism | Q96RJ0 | AID 624466 | 360,000 tested, 1.5% active | CHO RD-HGA16 TAAR1, Fluo-8 calcium fluorescence, antagonist | inhibition, % at 3 µM;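 active = inhibition above a per-plate cutoff, the mean inhibition of test compounds on that plate plus 3 SD, cut at about 49% in these data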;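 also: 0% = DMSO plus EC80 beta-PEA response and 100% = DMSO alone without agonist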
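System: RD-HGA16 CHO cells with stable hTAAR1 and Gα16 | Probe or stimulus: EC80 β-phenethylamine stimulus | Dosing: 3 µM, single point | Times: Dye loading 75 min at 37 °C, then 30 min room temperature | Measured by: Fluo-8 calcium-sensitive fluorescence | Read-out basis: % inhibition of agonist calcium response | Replicates: n of 1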
M1 PAM parental: M1 PAM counterscreen hit in parental CHO-K1 cells; activation, % at 3 µM; 360,000 tested, 0.02% active; ATP EC20, Fluo-8 calcium fluorescence; 0% at ATP EC20, 100% at ATP max; AID 602247;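 active = activation above the run cutoff, the mean activation of all test compounds plus 3 SD, cut at about 40% in these data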;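 also: peak over basal fluorescence ratio in a 140 s read after ATP addition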
CHO parental Ca: counter-screen: ATP calcium response change in parental CHO cells. parental CHO-K1, ATP-induced calcium, Fluo-8 fluorescence. 330,000 tested, 0.63% active. inhibition, % at 5.6 µM;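 active = inhibition above that plate's mean sample inhibition plus 3 SD, cut at about 26% in these data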;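 also: 0% = ATP-challenged DMSO wells and 100% = DMSO wells without ATP; some compounds past the cut are filed as inactive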
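Material: Parental CHO cells | Reagent: ATP | Compound dosing: Single nominal dose of 5.6 µM per compound | Detection: Intracellular calcium via Fluo-8 no-wash fluorescent dye | Read-out: % inhibition of ATP-induced calcium mobilization | Benchmarks: Low control ATP plus DMSO, high control DMSO only | Replicates: Singlicate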
CHO-K1 Ca antag: M1 antagonist counterscreen hit in parental CHO-K1 cells; inhibition, % at 3 µM; ATP-induced calcium, Fluo-8 fluorescence; AID 602250; 360,000 tested, 0.6% active;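 active = inhibition above a per-plate cutoff, the plate's mean sample inhibition plus 3 SD, cut at about 24% in these data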;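 also: 0% = DMSO plus EC80 ATP and 100% = DMSO alone without ATP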
M1 ag parental: counter-screen for M1 agonists: effect in parental CHO-K1 cells | Fluo-8 calcium fluorescence; scaled to maximal ATP response, vehicle zero | activation, % at 3 µM | 360,000 tested, 0.48% active | AID 602248; in the data active = activation above about 15%;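 also: untransfected CHO-K1 host cells lacking M1 receptor as counterscreen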
* = called active by the depositor; x = not tested or not shown. The order is random. Share with any hit: about 4.4%.

SMILES	CHRM1 PAM	CHRM1 agonist	TAAR1 agonist	M1 antag	TAAR1 antagonist	M1 PAM parental	CHO parental Ca	CHO-K1 Ca antag	M1 ag parental
O=C(Nc1nccs1)c1cccc(S(=O)(=O)N2CCOCC2)c1	0.1	-3.0	9.8	-12.6	-7.1	15.0	-7.2	-1.7	0.2
COCCCNC(=O)c1c[nH]c2ccc(S(=O)(=O)N3CCc4ccccc43)cc2c1=O	5.0	-7.2	1.1	-5.1	-0.2	15.6	-26.1	-2.5	0.5
CC(C)(C)S(=O)(=O)N1C[C@@H]2CC/C=C\C/C=C\2[C@H]1CCO	1.7	0.1	4.2	-7.0	-9.8	6.8	x	-1.8	0.5
C[C@@H]1CN([C@H](C)CO)C(=O)CCCn2nncc2CO[C@H]1CN(C)C	-6.4	-3.0	0.6	9.6	1.5	-12.2	x	-1.2	0.2
CC(C)N1CCC1(C)C(=O)Nc1cccc2ccccc12 (stereo unspecified)	-5.7	-5.0	-1.2	7.9	-7.4	6.9	x	1.9	-0.4
Cc1ccc(N2C(=O)CCC2(C#N)c2ccccc2)cc1 (stereo unspecified)	-11.4	-7.8	5.3	21.4	-7.8	-18.2	-7.8	10.6	0.1
COCCn1c(SC(C)C(=O)NCC2CCCO2)nc2scc(-c3ccc(F)cc3)c2c1=O (stereo unspecified)	6.8	-1.7	0.8	-11.7	-9.6	12.6	-4.0	-2.6	0.2
Cc1cc(N)n(-c2ccc(C)c(C)c2)n1	10.7	-9.7	3.8	-9.2	-9.7	-7.2	-3.2	9.7	-0.7
CC1CCCC(C)N1C(=O)COC(=O)c1ccccc1C(=O)c1ccccc1 (stereo unspecified)	-0.6	-4.9	0.3	-4.4	-17.6	16.0	x	-7.0	0.3
CCCCn1c(N)c(N(CC(C)C)C(=O)CSCC(=O)Nc2ccc(C)cc2)c(=O)[nH]c1=O	8.9	-1.8	13.2	-9.7	-14.0	0.4	0.2	-7.4	1.9
O=C(Nc1nc2ccccc2s1)C1CC(=O)N(c2ccc(Cl)cc2)C1 (stereo unspecified)	0.6	-2.0	14.8	-23.4	-3.3	11.5	-12.9	-6.9	0.1
O=C(Nc1ccc2c(c1)OCCO2)C(CCc1ccccc1)N1CCC(Cc2ccccc2)CC1 (stereo unspecified)	3.5	-1.1	3.0	-14.5	0.5	-5.2	x	-0.1	-0.1
N#C/C(C(=O)Nc1ccc(Cl)cc1)=C(/S)Nc1ccccc1	-4.3	-4.8	5.4	7.9	36.0	-10.4	30.6	-1.9	2.1
Cc1n[nH]c(C)c1S(=O)(=O)N1CCCC(C(=O)NCc2cccs2)C1 (stereo unspecified)	14.5	1.7	3.4	-15.6	-8.0	-4.2	2.3	-1.0	-0.3
C=CCOC(=O)C1=C[C@@H](c2ccc(Br)cc2)C[C@@H](OCCCCO)O1	10.1	-3.7	-0.8	-6.0	-8.1	9.9	-16.1	-9.4	0.3
O=C(O)c1cccc(N2C(=O)C=CC2=O)c1	9.4	0.3	2.9	-7.3	-13.8	5.2	x	-2.7	0.1
Fc1cccc(-c2cc3nc(-c4ccccc4)cc(N4CCC5(CC4)OCCO5)n3n2)c1	-3.5	-1.6	2.1	-10.9	9.6	1.9	-18.1	-4.2	0.1
C(/C=C/c1ccccn1)=C\c1ccccc1	-1.3	-5.0	10.8	8.5	-31.9	19.6	-14.2	-11.8	1.4
O=C(c1ccccc1)c1ccccc1N/C=C/c1nnnn1-c1ccccc1	5.0	-3.2	7.1	-0.7	6.0	-3.3	12.9	8.7	-0.1
CCCCCCCN1CCN=C1Nc1ccccc1	-4.2	-11.7	0.5	0.1	11.0	-15.3	0.0	3.0	0.1
O=[N+]([O-])c1ccc2ncnc(Nc3ccc4c(c3)OCCO4)c2c1	3.3	-4.4	-4.0	-5.2	-41.9	3.5	-22.6	-21.2	-0.7
CC(=O)Nc1ncc(Cc2cccc(Cl)c2Cl)s1	9.3	-4.5	6.0	-7.6	4.1	20.9	-1.9	-0.8	0.5
CC(=O)N1N=C(c2c(-c3ccccc3)c3cc(Br)ccc3[nH]c2=O)CC1c1ccco1 (stereo unspecified)	4.5	-0.8	4.4	-11.1	-25.1	-2.2	-39.4	-3.8	0.5
CCOC(=O)c1sc2nc(CSc3ccccc3)nc(NCCN(C)C)c2c1C	1.2	-5.5	14.6	5.7	7.8	-8.4	-13.9	-3.0	1.4
Cc1ccc(SCC(=O)O/N=C(\N)c2ccncc2)cc1	1.9	0.5	9.4	4.1	-8.5	4.4	-4.7	-9.2	1.8
COc1c(/C=N/Nc2nc(N3CCCCC3)nc(N3CCCCC3)n2)cccc1[N+](=O)[O-]	-4.2	-1.7	-3.7	-11.8	-5.9	3.4	-20.8	-18.5	0.1
Cc1ccc(NC(=O)CN2C(=O)S/C(=C\c3cccn3C)C2=O)cc1	1.8	-3.9	2.7	1.0	8.1	10.4	-0.3	-3.3	0.3
c1ccc(Cn2nnnc2CN2CCOCC2)cc1	13.7	-2.6	3.2	-13.1	6.0	4.0	-25.5	-9.0	0.3
CCOC(=O)c1c(C)[nH]c(C)c1C(=O)CSc1nc2ccccc2[nH]1	-8.2	-5.8	5.6	10.8	20.4	0.7	-15.1	10.0	3.5
CC(Oc1ccccc1F)C(=O)NNC(=O)CCNC(=O)c1ccccc1Cl (stereo unspecified)	-3.6	-1.3	2.4	-5.8	-7.6	-27.9	-9.8	14.7	-0.1
Cc1cccc(NC(=S)NCCc2ccc(Cl)cc2)c1C	6.8	-5.5	0.4	-12.5	-16.5	9.4	-16.4	7.0	1.9
Cc1ccc(S(=O)(=O)N/N=C/c2c(F)cccc2Cl)cc1	-0.1	-6.5	2.4	-1.2	-11.7	8.1	0.1	-3.6	-0.1
COc1ccc(S(=O)(=O)N2CCN(Cc3cccnc3)CC2)cc1	-1.1	-2.4	1.1	0.2	-14.8	-17.5	x	-1.9	0.8
CC(=O)N(C)c1ccc(N2CCOCC2)c2c1C(=O)c1ccccc1C2=O	13.6	0.8	3.0	-5.5	-4.8	-25.1	-6.0	10.7	0.1
CC(C)(C(N)=O)c1ccccc1	2.3	-3.4	3.1	6.0	-3.0	8.1	-3.5	-13.5	1.9
CCOc1ccc(OCCn2nnc3ccccc3c2=O)cc1	7.7	-8.5	5.4	-12.7	3.8	18.9	-9.2	-14.7	0.0
O=C(Nc1ccc(N2CCOCC2)c(F)c1)c1ccncc1	3.9	-2.8	-0.4	-9.0	0.7	14.5	-5.7	-2.2	0.3
Cc1ccc(C)c(-n2ccnc2SCC(=O)O)c1	4.2	-1.9	-0.1	-1.2	10.1	23.7	6.2	-10.4	0.7
COc1ccnc2c1c(=O)n(Cc1ccc(Cl)cc1)c(=O)n2C	0.0	0.4	-0.8	7.7	-9.3	-7.3	-29.7	-7.2	0.4
CC1CCCCC1NC(=O)Cn1ncc2ccccc21 (stereo unspecified)	6.2	-3.5	-0.8	-6.6	-4.1	15.2	-7.3	1.3	0.2
CC1(C)O[C@@H]2[C@H](O1)[C@@H](CO)O[C@H]2n1cnc2c(=O)[nH]cnc21	15.7	-1.9	12.7	-25.6	-10.5	18.5	-5.2	-13.3	0.3
Cc1ccccc1-n1cc(CNC(=O)CC2C(=O)NCCN2C/C=C/c2ccccc2)cn1 (stereo unspecified)	3.4	-3.5	5.5	-1.4	-8.9	9.3	-26.7	-11.7	0.4
O=C(Nc1cc(C(F)(F)F)ccc1Cl)C(Sc1cccc[n+]1[O-])c1ccccc1 (stereo unspecified)	8.2	-4.2	0.6	-9.8	-2.9	21.7	-11.4	-6.8	0.2
CC(=O)N=c1c(C#N)cc2c(=O)n3cccc(C)c3nc2n1CCCOC(C)C	9.4	-3.2	-0.7	0.6	-14.4	-8.8	-20.6	5.8	0.8
CCOC(=O)C1Oc2ccccc2C(c2ccc(C)cc2)=C1C(=O)OC (stereo unspecified)	6.7	-4.0	5.8	-18.0	0.7	9.7	-26.7	-17.5	0.5
CCCNC(=O)c1ccc(N2CCC3(CC2)CC(c2cccc(Br)c2)=NO3)c(NC(=O)c2cccc(OC)c2)c1	9.0	-3.7	0.8	-13.7	14.9	12.0	-18.4	-10.1	1.0
CCN(CC1CCCO1)C(=O)c1cc(COc2cc(C)c(Cl)c(C)c2)on1 (stereo unspecified)	-1.4	-2.4	4.0	-1.6	0.2	8.1	x	-19.0	1.9
CC(C)(C)NC(=O)NC(=O)CSc1nnc(-c2ccccc2F)n1N	-5.5	-0.2	10.0	14.1	-6.3	-7.7	1.6	33.3*	-0.1
O=C(O)CCn1c(=O)[nH]c(=O)n(CCC(=O)O)c1=O	-5.5	-6.1	12.3	6.5	-5.9	-5.6	-10.5	0.5	0.2
Cc1ccc(CN(C(=O)Cn2nnc3ccccc32)C(C(=O)NCc2ccco2)c2ccc(C)o2)cc1 (stereo unspecified)	-2.0	-2.2	5.7	8.9	41.0	13.5	-28.4	-2.4	4.4

By substructure: the compounds so far with a tert-butyl group (2)
SMILES	CHRM1 PAM	CHRM1 agonist	TAAR1 agonist	M1 antag	TAAR1 antagonist	M1 PAM parental	CHO parental Ca	CHO-K1 Ca antag	M1 ag parental
CC(C)(C)S(=O)(=O)N1C[C@@H]2CC/C=C\C/C=C\2[C@H]1CCO	1.7	0.1	4.2	-7.0	-9.8	6.8	x	-1.8	0.5
CC(C)(C)NC(=O)NC(=O)CSc1nnc(-c2ccccc2F)n1N	-5.5	-0.2	10.0	14.1	-6.3	-7.7	1.6	33.3*	-0.1

The listing continues:
SMILES	CHRM1 PAM	CHRM1 agonist	TAAR1 agonist	M1 antag	TAAR1 antagonist	M1 PAM parental	CHO parental Ca	CHO-K1 Ca antag	M1 ag parental
CCOc1ccc(NS(=O)(=O)c2cccs2)cc1S(=O)(=O)N1CCCC1	12.6	-1.4	0.9	-18.9	-21.4	24.6	x	-18.6	2.5
COc1ccc(CN2CCC(N(CCc3ccccc3)Cc3ccccc3)CC2)c(OC)c1	-17.7	-7.2	18.5	30.3	18.2	-3.0	6.7	7.5	1.0
CCc1cccc(C)c1NC(=O)C1CC=CCC1C(=O)O (stereo unspecified)	11.7	-9.3	0.8	-9.7	5.8	18.3	-7.6	-2.4	0.5
CC(C)Cn1c(-c2ccc(Br)cc2)c[nH]c1=S	-12.9	-2.8	10.9	15.5	2.8	24.2	-23.3	-23.4	15.3*
CC[C@]12c3[nH]c4ccc(Cl)cc4c3CCN1C(=O)[C@@H](CC(=O)NCCCN(C)C)C[C@@H]2C(=O)N1CCN(C(=O)c2ccco2)CC1	12.1	-9.1	1.6	-15.1	-14.6	1.5	-5.4	-9.7	0.3
COc1ccc(NC(=O)c2ccc(COc3ccc(C)cc3)o2)cc1	0.4	-2.2	1.1	-0.5	-8.7	16.4	-5.0	-29.5	2.6
CCOC(=O)c1c(NC(=S)Nc2ccccc2)sc2c1CCN(C)C2	7.5	-5.1	11.0	-8.3	0.5	14.0	17.9	-6.8	0.9

Screening data (PubChem BioAssay)
